AmpC inh detg: blocks E. coli AmpC beta-lactamase in detergent assay | AmpC hydrolysis of nitrocefin, absorbance 480 nm, 0.01% Triton | P00811 | actives 0.041% (n = 370,000) | Potency, µM (doses to about 114 µM), for inactives: at the top dose activity change, negative = inhibition, most hits filed as inhibitors;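 further: potency means the concentration at half of the fitted maximal effect; 0% = no-compound wells and -100% = no-enzyme wells; nearly all actives have a fitted effect of over 25% in size; some results filed as inactive show a strong effect at the top dose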
Target sequence (P00811 whole entry, looked up): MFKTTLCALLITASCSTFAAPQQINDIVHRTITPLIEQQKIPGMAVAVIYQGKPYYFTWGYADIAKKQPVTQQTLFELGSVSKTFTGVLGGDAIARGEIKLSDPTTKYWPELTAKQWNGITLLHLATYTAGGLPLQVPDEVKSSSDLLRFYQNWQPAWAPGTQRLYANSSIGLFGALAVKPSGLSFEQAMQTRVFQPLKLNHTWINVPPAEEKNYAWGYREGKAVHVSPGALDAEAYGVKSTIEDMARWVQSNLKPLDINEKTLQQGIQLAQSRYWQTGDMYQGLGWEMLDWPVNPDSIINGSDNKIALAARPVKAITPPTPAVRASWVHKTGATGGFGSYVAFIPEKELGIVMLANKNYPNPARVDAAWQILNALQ
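AmpC (5.3 nM in the dispensed reagent) in 20 mM phosphate pH 7.0 with 0.01% (detergent screen) or 0.0001% Triton X-100 was preincubated with compounds for 15 min at room temperature. Nitrocefin was then added from an 800 uM solution, and hydrolysis was followed at 480 nm.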
CHX counter: counter-screen for Shiga toxin inhibitors: cycloheximide protein synthesis inhibition; cell reporter, cycloheximide protein synthesis inhibition counterscreen; max response, %; actives 12% (n = 300,000); in the data active means max response mostly above about 13%, no sharp cut-off; inactive means mostly below about 14%; further: read at 38.3 µM for the half of the compounds with a filed dose; 0% is about no effect
Shiga toxin inh: blocks Shiga toxin action in Vero cells | Vero cells, Shiga toxin protein synthesis inhibition reporter | inhibition, % at 38.7 µM | actives 9.2% (n = 290,000); in the data active means inhibition mostly above about 28%, no sharp cut-off; inactive means mostly below about 43%; further: 0% is about no effect
AmpC no deterg: blocks E. coli AmpC beta-lactamase in detergent-free assay; AmpC nitrocefin hydrolysis, absorbance 480 nm, 0.0001% Triton; Potency, µM (highest dose often 57.1 µM), for inactives: at the highest dose activity change, negative = inhibition, usual class: inhibitors; actives 0.52% (n = 330,000);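 further: potency means the concentration at half of the fitted maximal effect; plate controls were no compound for no effect and no enzyme for full effect; nearly all actives have a fitted effect of over 20% in size; some results filed as inactive show a strong effect at the top dose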
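20 mM phosphate pH 7.0 + 0.01% (detergent screen) or 0.0001% Triton X-100; 5.3 nM AmpC reagent; cpd preinc 15 min RT; nitrocefin (800 uM stock) to start; A480 q20 s × 4 min; Activity was normalised to no-enzyme and no-compound control wells.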
AMA1-RON2 inh: disrupts binding of P. falciparum AMA1 to RON2; AlphaScreen AMA1-biotinylated RON2 peptide binding; Potency, µM (top dose mostly 58.2 µM), for inactives: at the top dose activity change, negative = inhibition, most hits filed as inhibitors; actives 0.2% (n = 360,000);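 further: potency means the concentration at half of the fitted maximal effect; 0% = vehicle wells and -100% = peptide control; nearly all actives have a fitted effect of over 45% in size; some results filed as inactive show a strong effect at the top dose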
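AMA1 (3D7) with his tag at 25 nM final met compounds first, then biotinylated RON2 peptide at 25 nM; detection used donor plus acceptor beads, 10 µg/mL apiece, read by AlphaScreen after 30 min at room temperature.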
HCMV antiviral: human cytomegalovirus inhibition. HFF cells, HCMV-luciferase reporter, 72 h; hits give low values. activity change, negative = inhibition, % at 57.5 µM. actives 4.5% (n = 410,000); in the data active means activity change below about -60%; inconclusive means no clear call, values can overlap the other calls; inactive means above about -39%; further: on the % scale 0 is the no-effect control and ±100 the full control effect
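Luciferase read-out from HCMV-luciferase-infected HFFs (MOI 1 PFU/cell) 72 h post infection at 37C; compounds added after 16 h cell attachment; activity normalized between buffer-only basal and Salinomycin (10uM) inhibitor controls.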
Giardia FBPA inh: inhibitors of Giardia lamblia fructose-1,6-bisphosphate aldolase; A8B2U2; purified Giardia FBPA; Potency, µM (top dose mostly 59.6 µM), inactives show at the highest dose activity, negative = inhibition, hits mostly inhibitors; actives 0.71% (n = 290,000); further: potency means the concentration at half of the fitted maximal effect; on the % scale 0 is the no-effect control and ±100 the full control effect; nearly all actives have a fitted effect of over 55% in size
Target sequence (A8B2U2 whole entry, looked up): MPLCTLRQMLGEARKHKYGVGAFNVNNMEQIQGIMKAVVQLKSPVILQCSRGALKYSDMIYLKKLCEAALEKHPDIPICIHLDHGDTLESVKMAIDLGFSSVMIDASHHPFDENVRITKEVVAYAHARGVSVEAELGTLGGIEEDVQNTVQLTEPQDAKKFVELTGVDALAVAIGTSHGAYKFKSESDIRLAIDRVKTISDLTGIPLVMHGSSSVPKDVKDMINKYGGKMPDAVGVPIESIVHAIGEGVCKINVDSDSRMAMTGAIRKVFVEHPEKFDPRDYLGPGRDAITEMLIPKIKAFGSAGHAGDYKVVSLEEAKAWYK
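Giardia FBPA (40 nM reagent) was preincubated 10 min at RT with compound (up to 57.5 uM final), then substrate plus GAPDH/TPI/NAD/arsenate coupling system with diaphorase/resazurin was added; resorufin fluorescence (525/598 nm) was read after 20 min.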
* = called active by the depositor; ? = inconclusive; · = no result given; [ ] = remark or other dose. Unless noted, the call rests on the fitted dose curve; in most records, active means well fitted curve in the direction sought with a large enough effect; inconclusive means small, poorly fitted or top-dose-only effect, or another doubt; inactive means no such curve, though single readings can be large; an effect the other way counts as inactive or inconclusive.

Short keys – A = AmpC inh detg; B = CHX counter; C = Shiga toxin inh; D = AmpC no deterg; E = AMA1-RON2 inh; F = HCMV antiviral; G = Giardia FBPA inh
CC1CC(OC(=O)CN2CCCCC2)CC(C)(C)C1 (stereo not given)
  A = -7% | B = -2 | C = -8 | D = -7% | E = · | F = · | G = -1%

C/C(N)=C(/C#N)C(=O)COC(=O)c1ccc(NC(N)=O)cc1
  A = -14% | B = -2 | C = -11 | D = -19% | E = 0% | F = -20 | G = 1%

CN(Cc1ccccc1NS(=O)(=O)c1ccc(Cl)cc1)C1CCCCC1
  A = -1% | B = 1 | C = 14 | D = 58% | E = 10% | F = -38 | G = -1%

Cc1cccc(NC(=O)c2ccc(OCC3CCCO3)cc2)c1C (stereo not given)
  A = -9% | B = 30* | C = 45* | D = -43% | E = 20% | F = 93 | G = 4%

O=C(CSc1nnnn1Cc1ccccc1)Nc1ccc2c(c1)OCCO2
  A = ? | B = 23* | C = 65 | D = -30% | E = -4% | F = 17 | G = 8%

O=C(CCCC(=O)N(CC(=O)NC1CCCCC1)Cc1ccco1)Nc1ccccn1
  A = -2% | B = -3 | C = 12 | D = -2% | E = 4% | F = -18 | G = -4%

Cc1ccc2nc(/N=C(\N)NC(=O)NC3CCCCC3)nc(C)c2c1
  A = -1% | B = 10 | C = 3 | D = -47% | E = 5% | F = -65* | G = 4%

CCOc1ccc(NC(=O)CN(C)C(=O)c2ccccc2OCc2cccc(C)c2)cc1OCC
  A = 17% | B = · | C = · | D = 113%[activator] | E = 30%[11.6 µM] | F = 0 | G = ·

CCOC(=O)C1=C(CC)OC(N)=C(C#N)C1c1cc(OC)ccc1OC (stereo not given)
  A = 1% | B = -2 | C = -9 | D = -20% | E = -6% | F = 59 | G = -11%

COc1cccc(/C=N/NC(=O)c2ccc(OCc3cccc(Br)c3)cc2)c1
  A = 2% | B = 6 | C = 42 | D = -24% | E = 18% | F = 11 | G = 0%

CCC(=O)Nc1ccc(N2CCC(C)CC2)cc1
  A = -10% | B = 33* | C = 15* | D = -5% | E = -1% | F = 28 | G = -5%

CC(=O)/C(=N\Nc1ccc(Cl)cc1)Sc1nnc(-c2ccccc2)n1-c1ccccc1
  A = -5% | B = -6 | C = -12 | D = -44% | E = 52%[activator] | F = -39 | G = -21%

NS(=O)(=O)c1ccc(N/N=C/c2ccccn2)c([N+](=O)[O-])c1
  A = -5% | B = -1 | C = 26 | D = -38% | E = -3% | F = -64* | G = -5%

COc1ccc(OCc2nnc(SCC(=O)N3c4ccccc4Sc4ccc(Cl)cc43)o2)cc1
  A = ? | B = -2 | C = -2 | D = -20% | E = ? | F = ? | G = -1%

CCC1CCCCN1CC(=O)c1c(C)[nH]c2ccccc12 (stereo not given)
  A = -19% | B = 13 | C = 22 | D = -9% | E = 42%[activator] | F = 75 | G = -16%

Rewritten with values under each structure: three of the compounds above
Each structure is followed by: AmpC inh detg, CHX counter, Shiga toxin inh, AmpC no deterg, AMA1-RON2 inh, HCMV antiviral, Giardia FBPA inh
CC(=O)/C(=N\Nc1ccc(Cl)cc1)Sc1nnc(-c2ccccc2)n1-c1ccccc1
 : -5%, -6, -12, -44%, 52%[activator], -39, -21%
NS(=O)(=O)c1ccc(N/N=C/c2ccccn2)c([N+](=O)[O-])c1
 : -5%, -1, 26, -38%, -3%, -64*, -5%
COc1ccc(OCc2nnc(SCC(=O)N3c4ccccc4Sc4ccc(Cl)cc43)o2)cc1
 : ?, -2, -2, -20%, ?, ?, -1%

(more compounds)
Short keys – A = AmpC inh detg; B = CHX counter; C = Shiga toxin inh; D = AmpC no deterg; E = AMA1-RON2 inh; F = HCMV antiviral; G = Giardia FBPA inh
O=C1c2cc(Cl)ccc2OC2(CCNCC2)C12CC(c1ccccc1)=NO2 (stereo not given)
  A = 2% | B = -4 | C = -5 | D = 28% | E = -2% | F = 12 | G = -2%

Cc1nc(C(=O)Nc2ccc(Cl)cc2Cl)nn1-c1cc(OC(C)C)c(Cl)cc1Cl
  A = -12% | B = -3 | C = -14 | D = -8% | E = -4% | F = -17 | G = 2%

CCOC(=O)C1(Cc2ccccc2)CCN(CC2CC=CCC2)CC1 (stereo not given)
  A = 2% | B = -4 | C = -12 | D = 40% | E = -3% | F = ? | G = -17%

Cc1ccc(Cn2c(=S)[nH]c3ccc(N4CCOCC4)cc3c2=O)o1
  A = -8% | B = 16* | C = 27 | D = -11% | E = -19% | F = 33 | G = ?

NC(=O)C1(N2CCCCC2)CCN(c2nc(-c3ccccc3)cs2)CC1
  A = ? | B = -3 | C = 21 | D = 29% | E = -4% | F = -13 | G = 0%

COc1ccccc1-c1cc(C(=O)N2CCCc3ccccc32)no1
  A = 6% | B = 60* | C = 72* | D = 4% | E = -7% | F = ? | G = 4%

CC(C)c1ccc(N2CC(C)(C)C2=O)cc1
  A = 4% | B = 29* | C = 74* | D = -5% | E = 2% | F = 12 | G = 7%

O=C(Nc1ccncc1)C1CCN(S(=O)(=O)c2ccccc2)CC1
  A = -2% | B = · | C = · | D = -11% | E = 5% | F = -2 | G = ·

O=C(NCc1ccc(F)cc1)C1CCCN1S(=O)(=O)c1ccccc1C(F)(F)F (stereo not given)
  A = -8% | B = · | C = · | D = 21% | E = 4% | F = -2 | G = ·

O=C(O)c1cc(S(=O)(=O)Nc2ccccc2Cc2ccccc2)ccc1Cl
  A = 2% | B = -4 | C = -10 | D = -45% | E = -16% | F = -19 | G = 1%

COc1ccc(C(=O)Nc2ccc3ccccc3n2)cc1OC
  A = ? | B = 29* | C = · | D = 27% | E = 4% | F = 89 | G = 8%

Cc1ccccc1N1CCN(C(=O)NCc2cccc(Cl)c2)CC1
  A = -8% | B = 1 | C = 15 | D = 75%[activator] | E = 8% | F = 18 | G = -10%

Cc1ccc2c(c1)[C@H]1[C@H](CO2)[C@H](c2ccccc2)[C@]2(C)C(=O)N(Cc3ccc(Cl)cc3)CC(=O)N12
  A = 3% | B = · | C = · | D = 4% | E = -1% | F = -26 | G = ·

CCC(Oc1cc(Cl)ccc1Cl)C(=O)N1CCCN(C)CC1 (stereo not given)
  A = -9% | B = 0 | C = 8 | D = -7% | E = 0% | F = -22 | G = ·

Cc1ccc(N2CC(C(=O)Nc3nnc(SCCC4OCCO4)s3)CC2=O)cc1 (stereo not given)
  A = 6% | B = -3 | C = -11 | D = 65%[activator] | E = 1% | F = 6 | G = ?

Reformatted: entries from further up
mol: NC(=O)C1(N2CCCCC2)CCN(c2nc(-c3ccccc3)cs2)CC1
  AmpC inh detg: ?
  CHX counter: -3
  Shiga toxin inh: 21
  AmpC no deterg: 29%
  AMA1-RON2 inh: -4%
  HCMV antiviral: -13
  Giardia FBPA inh: 0%

mol: COc1ccc(C(=O)Nc2ccc3ccccc3n2)cc1OC
  AmpC inh detg: ?
  CHX counter: 29*
  Shiga toxin inh: ·
  AmpC no deterg: 27%
  AMA1-RON2 inh: 4%
  HCMV antiviral: 89
  Giardia FBPA inh: 8%

mol: O=C1c2cc(Cl)ccc2OC2(CCNCC2)C12CC(c1ccccc1)=NO2 (stereo not given)
  AmpC inh detg: 2%
  CHX counter: -4
  Shiga toxin inh: -5
  AmpC no deterg: 28%
  AMA1-RON2 inh: -2%
  HCMV antiviral: 12
  Giardia FBPA inh: -2%

mol: Cc1ccccc1N1CCN(C(=O)NCc2cccc(Cl)c2)CC1
  AmpC inh detg: -8%
  CHX counter: 1
  Shiga toxin inh: 15
  AmpC no deterg: 75%[activator]
  AMA1-RON2 inh: 8%
  HCMV antiviral: 18
  Giardia FBPA inh: -10%

Compound activity deposited in PubChem BioAssay by National Center for Advancing Translational Sciences (NCATS).
